Bioassay records (PubChem BioAssay)
UBC9 SUMO inh = SUMOylation inhibition; P63279; HTRF SUMOylation assay, SAE1/SAE2 + UBC9, in vitro; inhibition, % at 35 µM; 290,000 compounds, 0.36% hits; AID 2006; in the data active = inhibition above about 50%, passing the limit was not always enough; note: strong numbers were not always called active
M18AAP inhibitor = blocks P. falciparum M18 aspartyl aminopeptidase. recombinant PfM18AAP, H-Glu-NHMec fluorogenic cleavage. inhibition, % at 7.35 µM. 290,000 compounds, 1.2% hits. AID 1822;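 active = inhibition above the campaign mean inhibition over all tested compounds plus 3 SD, cut at about 28% in these data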;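 note: 0% = plate median of test compound wells and 100% = 2 mM ZnCl2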
p-CIP stab down = p/CIP protein destabilization; F442A p/CIP-EGFP cells, EGFP fluorescence, 16 h; decrease of EGFP signal, % at 10 µM; 290,000 compounds, 0.01% hits; Q05BA5; AID 1984;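 active = EGFP signal decrease of at least 30% at 10 µM or well 3 SD below plate mean, unless failing retest; inactive = the rest, including hits failing retest or dose response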; note: some compounds called inactive have numbers as strong as hits; many of its hits are not listed in these tables
IMP-1 inhibitor = inhibitors of Pseudomonas aeruginosa IMP-1 metallo-beta-lactamase; inhibition, % at 5.6 µM; purified IMP-1, nitrocefin hydrolysis, epi-absorbance fluorescence; 290,000 compounds, 0.45% hits; AID 1556;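 active = inhibition above the mean plus 3 SD of all compounds in the same screening run, cut at about 4.5% in these data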;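 note: 0% = IMP-1 with DMSO and 100% = DMSO wells lacking enzyme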
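System: purified IMP-1; amount: IMP-1 0.2 nM before substrate addition; compound: single dose, 5.6 µM; times: 25 °C, 15 min preincubation, 25 min reaction; signal: Epi-absorbance via hydrolysed-nitrocefin quenching of white-plate fluorescence, 480/530 nm, EDTA stop; benchmarks: DMSO with and without IMP-1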
IDE cell inh = inhibits human insulin-degrading enzyme in HEK cells; P14735; FAbetaB cleavage, fluorescence polarization; inhibition, % at 5.59 µM; 320,000 compounds, 0.41% hits; AID 434962;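 active = percent inhibition above the average of all tested compounds plus 3 SD, set per screening campaign, cut at about 16% in these data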;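 note: IDE supplied by intact live HEK cells; FP after avidin binding of uncleaved biotin substrate so inhibition keeps polarization high; 0% = DMSO wells and 100% = 60 µM reference IDE inhibitor Ii1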
Target sequence (P14735 whole entry, looked up): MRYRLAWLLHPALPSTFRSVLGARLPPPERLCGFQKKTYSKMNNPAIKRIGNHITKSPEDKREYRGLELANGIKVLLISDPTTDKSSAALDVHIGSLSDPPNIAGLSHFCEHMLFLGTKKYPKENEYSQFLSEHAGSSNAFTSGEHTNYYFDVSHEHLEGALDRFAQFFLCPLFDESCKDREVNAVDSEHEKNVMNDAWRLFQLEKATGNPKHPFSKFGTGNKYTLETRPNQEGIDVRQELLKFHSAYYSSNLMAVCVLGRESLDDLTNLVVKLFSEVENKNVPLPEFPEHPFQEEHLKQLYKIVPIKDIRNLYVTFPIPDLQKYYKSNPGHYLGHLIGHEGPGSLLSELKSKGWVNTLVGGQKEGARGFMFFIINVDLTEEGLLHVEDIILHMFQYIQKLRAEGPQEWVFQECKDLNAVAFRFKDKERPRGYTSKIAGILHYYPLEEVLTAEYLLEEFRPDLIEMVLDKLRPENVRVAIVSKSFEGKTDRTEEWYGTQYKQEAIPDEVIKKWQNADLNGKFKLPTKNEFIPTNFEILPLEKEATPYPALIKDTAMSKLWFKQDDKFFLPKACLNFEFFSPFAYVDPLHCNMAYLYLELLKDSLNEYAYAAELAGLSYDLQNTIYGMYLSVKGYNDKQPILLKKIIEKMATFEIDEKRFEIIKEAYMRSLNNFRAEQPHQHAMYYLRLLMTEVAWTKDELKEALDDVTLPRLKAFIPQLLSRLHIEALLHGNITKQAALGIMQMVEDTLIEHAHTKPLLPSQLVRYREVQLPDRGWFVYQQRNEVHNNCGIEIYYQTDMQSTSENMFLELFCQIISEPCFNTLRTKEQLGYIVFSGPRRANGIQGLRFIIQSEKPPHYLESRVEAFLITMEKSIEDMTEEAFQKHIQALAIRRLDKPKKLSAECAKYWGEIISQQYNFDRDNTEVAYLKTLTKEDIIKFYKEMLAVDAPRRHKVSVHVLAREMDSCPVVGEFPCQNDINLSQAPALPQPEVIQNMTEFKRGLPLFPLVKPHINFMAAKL
VIM-2 inh = inhibitors of Pseudomonas aeruginosa VIM-2 metallo-beta-lactamase | purified VIM-2, nitrocefin hydrolysis, epi-absorbance fluorescence | inhibition, % at 5.6 µM | 290,000 compounds, 0.89% hits | AID 1527;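 active = inhibition above the mean of all tested compounds plus 3 SD, cutoff set per screening run, cut at about 7.5% in these data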;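 note: red hydrolysis product quenches plate fluorescence so inhibitors raise well fluorescence; 0% = enzyme with DMSO and 100% = DMSO without enzyme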
DNA FID counter = fluorescent intercalator displacement, NS3 helicase counter-screen; DNA fluorescent intercalator displacement, fluorescence; inhibition, % at 7.9 µM; 290,000 compounds, 0.17% hits; in the data active = inhibition above about 37%;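 note: 0% = vehicle and 100% = reference compound; higher means more ethidium bromide displaced from hairpin DNA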
IDE cell activ = boosts human insulin-degrading enzyme activity in HEK cells; P14735; FAbeta-B cleavage, fluorescence polarization; 0% vehicle, 100% cell-free pure enzyme wells; activation, % at 5.96 µM; 340,000 compounds, 0.073% hits;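 active = activation above the mean of all tested compounds plus 3 SD, set per screening campaign, cut at about 17% in these data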
HCV NS3 hel inh = HCV NS3 helicase inhibition; 290,000 compounds, 0.56% hits; inhibition, % at 10.9 µM; NS3 helicase DNA unwinding, Cy5 molecular beacon fluorescence;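 active = inhibition above the mean of all tested compounds plus 3 SD, set per campaign, cut at about 35% in these data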;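 note: 0% = DMSO wells and 100% = thioflavine S control wells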
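System: Hepatitis C virus NS3 helicase domain fragment enzyme | Reagent: Annealed dual-labelled DNA beacon duplex, ATP-started | Compound dosing: 10.9 µM single point, 0.8% DMSO | Incubation: 1 h reaction at 25 °C, ATP-initiated | Technique: Cy5 fluorescence | Evaluation: Percent inhibition from t60/t0 fluorescence ratio | Benchmarks: Low DMSO, high thioflavine S at 110 µM | Replication: Singlicate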
* = called active by the depositor; x = not tested or not shown. No enrichment for hits; about 3.6% have a hit in one of these screens.

SMILES	UBC9 SUMO inh	M18AAP inhibitor	p-CIP stab down	IMP-1 inhibitor	IDE cell inh	VIM-2 inh	DNA FID counter	IDE cell activ	HCV NS3 hel inh
Cn1c(CSc2ncccn2)nnc1SCC(=O)N1CCCCCC1	12	-12	-6	-3.4	0	0.1	-5	3	-3
CC(=O)N1CCc2cc(N=NC3=C(O)CCCC3=O)ccc21	10	4	-5	-4.1	-5	-4.8	-4	7	0
Cc1ccc(C)c(C(C)NC(=O)CC#N)c1 (stereo unspecified)	0	-8	-4	0.1	3	-1.0	2	1	2
S=C1NC2=C(CCC/C2=C\c2ccccc2)C(c2ccccc2)N1 (stereo unspecified)	0	16	-7	-5.4	6	-2.8	-10	-9	-11
CC(C)c1ccc(NC(=S)N2CCN(S(=O)(=O)c3ccccc3)CC2)cc1	-25	1	-24	-3.0	4	-4.0	-38	-3	10
CCCCN(C)CCNC(=O)CN1C(=O)CSc2ccc(S(=O)(=O)N3CCCC3)cc21	x	1	-4	-1.5	1	-0.7	19	3	4
O=C(NNc1nc(=O)c2cccnc2s1)c1ccccc1O	-74	5	4	-0.9	1	-5.5	-16	1	8
CCCc1cc2c(=O)c(-c3nc4ccccc4s3)c(COCC(=O)O)oc2cc1O	42	-5	-5	-2.7	x	-1.2	-19	2	22
Cc1nnc(SCC(=O)Nc2sc3c(c2C#N)CCCC3)[nH]c1=O	9	22	-3	-1.4	-5	-2.5	-20	4	25
CN(C)Cc1ccccc1Sc1ccc(O)cc1O	23	9	-7	-3.1	-5	-3.0	7	7	-11
CCOC(=O)c1cnc2c(OC)cccc2c1Oc1ccccc1	14	1	-12	-2.4	-3	0.6	-33	3	2
C=CCn1c(C)cc(C(=O)COC(=O)C2CC(=O)N(Cc3ccccc3)C2)c1C (stereo unspecified)	0	-9	-8	-1.9	3	-1.2	-35	2	-7
Cc1ccc2c(c1)NC(=O)C(CC(=O)NCCCN1CCCC1=O)O2 (stereo unspecified)	12	-7	-2	-4.5	2	-1.6	-7	5	3
COc1ccc(C2/C(=C(/O)c3ccc(C)cc3)C(=O)C(=O)N2CC2CCCO2)cc1OC (stereo unspecified)	26	-9	-8	-3.0	-1	-0.6	-8	6	0
COc1ccc(/C=C/C(=O)c2ccc[nH]2)c(OC)c1OC	13	14	-4	-2.9	1	-3.6	-14	1	9
CC1CN(C(=O)Nc2ccccc2)c2ccccc2-[n+]2ccsc21 (stereo unspecified)	10	14	-3	-1.6	12	-3.9	-1	2	0
O=C(Nc1ncccc1Cl)c1ccc2c(c1)OCCO2	10	-3	-2	-2.1	-1	-1.9	-5	1	-7
COc1cccc(-c2nc(CS(=O)(=O)CC(=O)NCCCN3CCc4ccccc4C3)c(C)o2)c1	-10	0	14	-0.7	0	-1.2	4	-1	-64
Cc1cc(C)c2c(NC(=S)NC(=O)c3ccccc3)nn(C)c2n1	-1	-5	3	-3.1	-4	-0.4	-31	0	6
COc1ccc(N2C(=O)CC(N3CCCC4CCCCC43)C2=O)cc1 (stereo unspecified)	14	-114	1	-4.3	3	1.5	-3	0	2
c1ccc(C2=Nn3c(nnc3-c3ccncc3)SC2)cc1	8	-22	-4	-4.0	5	4.0	-9	-2	-2
COc1ccccc1/C=N/NC(=O)c1csc(C)c1C	19	-4	0	-2.9	5	-4.0	-5	-1	-8
Cc1cc(C)cc(C(=O)NC(CC(N)=O)c2ccc(NC3CCCCC3)c([N+](=O)[O-])c2)c1 (stereo unspecified)	-14	x	8	x	0	x	x	7	x
O=C(CCn1nnc2ccccc2c1=O)N[C@@H](Cc1ccccc1)C(=O)O	5	5	-13	-3.5	2	-2.1	-19	4	15
COc1ccc(CN(C)S(=O)(=O)c2nnc(NC(=O)c3cccc(F)c3)s2)cc1	9	-6	-2	-3.3	5	-3.4	-6	4	4
CCOC(=O)/C(C#N)=C/c1c(Oc2cccc(C)c2)nc2c(C)cccn2c1=O	2	-5	0	-3.7	-1	-1.6	-2	-1	4
COCc1nc(-c2ccc(-c3ccccc3)nc2OC)no1	4	-2	-2	-2.2	6	-0.1	-4	4	-13
CCCOc1ccc(C(=O)NCCC(=O)NCCCC(=O)O)cc1	-14	1	-19	-2.4	6	-3.9	-2	4	0
CC(=O)Nc1ccc(NC(=O)CSc2nccn2Cc2ccco2)cc1	-13	-3	7	-3.2	0	-2.9	-10	4	-3
COc1ccc(C(=O)c2coc3c2C(=O)C(=O)c2ccccc2-3)cc1	16	15	4	12*	1	5.1	-9	-8	41*
O=C(NCc1ccccn1)C1CCN(Cc2cnn(-c3ccccc3)c2-n2cccc2)CC1	22	1	-14	-2.0	-1	-4.7	1	6	-3
Cc1nc(NC(=O)c2ccncc2)sc1C(=O)N(C)C	9	-4	-6	-2.2	2	-1.9	0	6	6
CS(=O)(=O)N1CCN(c2ccccc2NC(=O)c2ccc3ccccc3c2)CC1	-30	-5	-5	-3.3	4	-0.2	-16	-2	-1
CC1C[N+](=C2C=C(N3CCOCC3)CC(C)(C)C2)CC(C)O1 (stereo unspecified)	20	4	-7	-1.1	3	-1.1	2	11	1
Cc1ccc(C)c(S(=O)(=O)NC(C)C(=O)Nc2ccc(-c3nc4ccccc4s3)cc2)c1 (stereo unspecified)	-29	-3	-8	-1.3	-1	-2.3	0	-8	3
CC1CCc2c(sc(NC(=O)CN3CCN(C(=O)c4ccco4)CC3)c2C#N)C1 (stereo unspecified)	8	4	3	-3.1	2	1.5	-23	-2	3
COCCCNC1CS(=O)(=O)CC1O (stereo unspecified)	15	2	-6	-3.0	-4	-2.8	1	4	-5
Cc1ccc(OCC(=O)Nc2ccc(N3CCN(C(=O)c4ccco4)CC3)cc2)c(C)c1	-5	-15	-10	0.8	0	2.3	-27	0	2
Cc1ccc(-c2c3c(=O)n(C)c(=O)n(C)c3cn2Cc2ccccn2)cc1	16	2	-4	-3.4	3	-3.7	-6	0	-2
